High-throughput results deposited in PubChem BioAssay by several laboratories.
PME-1 primary: PME-1 inhibitors via competitive probe labeling, primary screen, biochemical, fluorescence polarization, FP-Rh probe, HTS. recombinant PME-1. inhibition, % at 5.9 µM. actives 0.53% (n = 320,000). Protein phosphatase methylesterase 1 (Homo sapiens), Q9Y570. AID 2130, 2009;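 active means inhibition above the campaign mean of all compounds plus 3 SD, cut at about 26% in these data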;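 further: competitive labeling of PME-1 active site by serine hydrolase directed probe; 0% = PME-1 with DMSO and 100% = wells lacking PME-1 enzyme; inhibitors block probe labeling so polarization falls and inhibition rises; many of its hits are not listed in these tables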
Target sequence (Q9Y570 whole entry, looked up): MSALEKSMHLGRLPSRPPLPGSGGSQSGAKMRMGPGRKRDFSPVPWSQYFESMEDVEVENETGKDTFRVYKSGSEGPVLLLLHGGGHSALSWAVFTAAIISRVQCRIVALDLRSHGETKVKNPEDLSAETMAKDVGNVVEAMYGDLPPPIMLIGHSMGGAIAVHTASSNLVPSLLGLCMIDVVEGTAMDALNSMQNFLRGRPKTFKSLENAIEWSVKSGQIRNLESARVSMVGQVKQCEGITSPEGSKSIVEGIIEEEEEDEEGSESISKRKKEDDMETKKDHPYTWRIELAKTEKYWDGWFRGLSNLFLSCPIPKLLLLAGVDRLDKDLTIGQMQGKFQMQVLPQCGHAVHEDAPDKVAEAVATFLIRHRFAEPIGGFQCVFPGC
MEX-5 binding: MEX-5 zinc finger RNA-binding disruptors – biochemical, C. elegans, fluorescence polarization, MLPCN library, primary screen; actives 0.38% (n = 300,000); activity score (negative = inhibition of binding), % at 10 µM; Zinc finger protein mex-5 (Caenorhabditis elegans), Q9XUB2; AID 1832, 2009; MEX-5/FITC-TCR2 RNA binding; stronger effect = lower value;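 active means inhibition past about -25% in most replicates, and total fluorescence under double the plate's negative control median, limit read from the data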;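 further: 0% = DMSO and -100% = 5 µM competing unlabeled TCR2 RNA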
pPAFAH inh: pPAFAH enzyme inhibitors, primary screen, biochemical, fluorescence polarization, human. recombinant pPAFAH, FP-rhodamine probe fluorescence polarization. inhibition, % at 3.39 µM. actives 1.5% (n = 330,000);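 active means inhibition above the mean inhibition across the screen plus 3 SD, cut at about 25% in these data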;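 further: inhibitors block binding of the rhodamine activity-based probe so polarization drops; 0% = enzyme with DMSO and 100% = wells lacking pPAFAH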
PAFAH1B2 FP inh: PAFAH1B2 enzyme inhibitors, primary screen, biochemical, fluorescence polarization, human | actives 1.2% (n = 340,000) | recombinant PAFAH1B2, FP-rhodamine activity probe | inhibition, % at 3.39 µM;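 active means inhibition above the mean of all tested compounds plus 3 SD, cut at about 24% in these data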;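 further: 0% = enzyme with DMSO and 100% = wells lacking PAFAH1B2; many of its hits are not listed in these tables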
Target sequence (P68402 whole entry, looked up): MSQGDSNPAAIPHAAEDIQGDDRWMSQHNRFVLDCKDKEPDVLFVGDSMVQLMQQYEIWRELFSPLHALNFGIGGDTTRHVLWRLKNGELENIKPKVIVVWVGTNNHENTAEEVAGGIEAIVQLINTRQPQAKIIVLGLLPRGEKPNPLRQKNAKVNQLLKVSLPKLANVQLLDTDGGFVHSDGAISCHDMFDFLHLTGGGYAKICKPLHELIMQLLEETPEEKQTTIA
AHR act: AHR activators, primary screen, cell-based, luminescence, luciferase reporter, human. Aryl hydrocarbon receptor (Homo sapiens), P35869. AHR-responsive luciferase reporter cells. activation, % at 5 µM. actives 2.5% (n = 320,000). AID 2796, 2010; in the data active means activation above about 47%;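 further: 0% = vehicle wells and 100% = reference agonist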
GLD-1 RNA inh: GLD-1/TGE RNA complex disruptors, primary screen, biochemical, fluorescence polarization. Female germline-specific tumor suppressor gld-1 (Caenorhabditis elegans), Q17339. purified GLD-1 + fluorescein TGE RNA. inhibition, % at 5.96 µM. actives 0.44% (n = 320,000). AID 2280, 2010;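 active means percent inhibition above a per-plate cutoff, the plate mean of test compounds plus 3 SD, cut at about 30% in these data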;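 further: 0% = DMSO wells with GLD-1 and probe and 100% = wells lacking GLD-1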
BCLXL inh: inhibitors of human Bcl-xL, primary screen, biochemical, fluorescence polarization, HTS; Bcl-2-like protein 1 (Homo sapiens), Q07817; GST-Bcl-xL / FITC-Bim BH3 peptide fluorescence polarization; inhibition, % at 10.9 µM; actives 0.7% (n = 320,000); AID 2129, 2009;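 active means inhibition above the mean of all tested compounds plus 3 SD, cutoff set per campaign, cut at about 30% in these data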;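 further: 0% = DMSO wells and 100% = unlabeled Bim-BH3 peptide competitor; inhibitors lower millipolarization by displacing the labeled peptide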
MCL1 BIM primary: inhibitors of MCL1 binding to BIM-BH3, primary screen, biochemical, fluorescence polarization; AID 2057, 2009; Induced myeloid leukemia cell differentiation protein Mcl-1 (Homo sapiens), Q07820; inhibition, % at 10.9 µM; GST-MCL1 / FITC-Bim-BH3 fluorescence polarization; actives 0.68% (n = 320,000);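 active means inhibition above the mean inhibition of all tested compounds plus 3 SD, set per campaign, cut at about 40% in these data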;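 further: 0% = DMSO wells and 100% = unlabeled Bim-BH3 peptide control; higher means more loss of mP so more displacement of Bim peptide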
Target sequence (Q07820 whole entry, looked up): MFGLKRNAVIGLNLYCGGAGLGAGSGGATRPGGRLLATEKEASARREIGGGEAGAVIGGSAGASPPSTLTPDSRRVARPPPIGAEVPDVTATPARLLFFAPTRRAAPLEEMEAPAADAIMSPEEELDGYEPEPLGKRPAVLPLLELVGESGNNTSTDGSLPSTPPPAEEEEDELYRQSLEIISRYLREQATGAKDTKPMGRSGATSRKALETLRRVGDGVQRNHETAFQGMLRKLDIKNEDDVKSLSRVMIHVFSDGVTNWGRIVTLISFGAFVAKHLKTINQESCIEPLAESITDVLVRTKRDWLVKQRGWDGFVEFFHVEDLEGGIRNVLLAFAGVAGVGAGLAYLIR
Fam108B counter: mouse Fam108B serine hydrolase inhibitors, primary screen, counter-screen for RBBP9 inhibitor project, biochemical, fluorescence polarization; recombinant Fam108B, FP-Rh probe fluorescence polarization; inhibition, % at 9.51 µM; actives 0.33% (n = 300,000); AID 1947, 2009;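 active means inhibition above the screen mean inhibition plus 3 SD, computed separately per campaign, cut at about 18% in these data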;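 further: inhibitors lower polarization as less probe binds the enzyme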
An asterisk follows results filed as active; · = no result given.

item	SMILES	Fam108B counter	BCLXL inh	AHR act	MCL1 BIM primary	MEX-5 binding	pPAFAH inh	GLD-1 RNA inh	PME-1 primary	PAFAH1B2 FP inh
1	COC(=O)c1ccc(C(=O)Nc2ccc3nc(-c4ccncc4)[nH]c3c2)cc1	-8	-11	6	-22	0.9	-5	-13	-15	3
2	COc1ccccc1NC(=O)COC(=O)c1cc2ccccc2cc1O	·	10	6	7	·	6	-4	-3	-6
3	C=CCn1c(-c2cccn(Cc3ccccc3)c2=O)n[nH]c1=S	6	-1	-5	-5	-1.3	0	5	-10	7
4	Cc1c(OCC(=O)NCCCn2ccnc2)ccc2c3c(c(=O)oc12)CCCC3	-1	-1	-6	-4	1.4	4	0	1	2
5	O=C(O)/C=C/C(=O)c1c(-c2ccccc2)[nH]c2ccccc12	2	1	2	6	-1.6	1	-8	1	6
6	COc1ccc(NC(=O)c2cccnc2N2CCOCC2)cc1	-1	8	2	-1	-3.2	-1	-6	5	4
7	CC(OC(=O)c1ccccc1C(=O)N(C)c1ccccc1)C(=O)Nc1ccccc1[N+](=O)[O-] (stereo unspecified)	0	1	0	-9	-0.8	0	4	4	-2
8	COc1cccc(NC(=O)C2CCN(S(=O)(=O)c3ccc4c(c3)NC(=O)CO4)CC2)c1	2	4	2	-3	-0.4	6	5	0	8
9	O=C1COc2ccc(N3C(=O)c4ccccc4C3=O)cc2N1	-2	5	-3	-6	1.7	5	-7	1	·
10	CC(C)c1ccc(C2C(C(=O)c3ccco3)=C(O)C(=O)N2CCN2CCOCC2)cc1 (stereo unspecified)	-3	4	1	5	-2.3	1	-11	3	0
11	O=C(N/N=C/c1ccc([N+](=O)[O-])o1)C1CCCC1	4	18	10	20	-1.8	6	1	8	6
12	O=C(CS(=O)CC(=O)N(c1ccccc1)C(C(=O)NC1CCCCC1)c1ccco1)Nc1ccc(F)cc1 (stereo unspecified)	2	-1	0	0	0.6	-3	2	-7	1
13	Cc1cc2ncn(-c3ncnc4scc(-c5ccccc5)c34)c2cc1C	6	5	-1	3	1.0	0	4	1	8
14	COc1ccc(CCN2CC(C(=O)N3CCSCC3)CCC2=O)cc1 (stereo unspecified)	-1	4	4	9	-3.7	3	-7	2	0
15	O=C(NCc1csc(-c2cccs2)n1)C1CCCCC1	-1	0	5	-3	2.6	2	5	-1	6
16	COc1ccc(C(=O)COC(=O)[C@H](C)Nc2ccc(C(F)(F)F)cc2[N+](=O)[O-])cc1	1	3	7	2	5.8	5	10	-2	-3
17	O=C(COC(=O)c1cccnc1Cl)NCCc1ccccc1	·	1	13	-3	·	3	7	4	2
18	COc1cccc(Cn2c(-c3nonc3N)nc3ccccc32)c1	-2	-4	8	-4	-4.0	7	-6	1	1
19	O=Nc1c(O)[nH]c2ccc(Cl)cc12	8	0	11	-8	-1.7	6	7	24	16
20	COc1ccc(N2CCN(c3ncccn3)CC2)cc1	8	2	-3	7	-2.4	0	4	2	1
21	Cc1ccc(NC(=O)CN2CCCC2c2cccn2C)cc1C (stereo unspecified)	·	·	10	·	·	0	-5	·	1
22	CC(C)(C)OC(=O)N1CC(O)CC1C(=O)OCC(=O)c1ccc(-c2ccccc2)cc1 (stereo unspecified)	0	-9	1	-24	0.6	0	1	4	1
23	Cc1ccc(C)c(NC(=O)CSc2nnc(-c3ccccc3)n2N)c1	1	5	14	-7	0.4	5	-3	1	2
24	O=C(Nc1cc(Cl)cc(Cl)c1)Nc1cnccn1	-31	3	20	4	-0.8	-3	6	-23	-12
25	Cc1ccc(F)c(CNC(=O)C2CCC(=O)N(Cc3ccccn3)C2)c1F (stereo unspecified)	4	11	1	2	-0.9	0	3	-2	-1
26	CC12CC(c3ccccc3O1)N(C(=O)c1ccc(Br)o1)C(=O)N2c1ccccc1 (stereo unspecified)	2	-1	1	1	-1.6	-5	3	0	1
27	O=C(Nc1ccccc1Cl)Oc1ccc(-c2ccccc2)cc1	2	0	-1	2	0.9	6	1	-2	60*
28	NC(=O)c1cc(S(=O)(=O)NCc2ccccc2)cs1	-5	4	3	3	-1.6	-5	6	0	3
29	CCS(=O)(=O)N1CCCC(C(=O)NC2CCC(C)CC2)C1 (stereo unspecified)	-4	1	0	5	-0.7	3	3	2	-1
30	Cc1ccccc1C([O-])=Nc1ccc[n+](-c2nc3ccccc3nc2NS(=O)(=O)c2ccccc2)c1	0	19	0	29	-5.8	13	16	-1	·

Random excerpt: 4 records from the list
item	SMILES	Fam108B counter	BCLXL inh	AHR act	MCL1 BIM primary	MEX-5 binding	pPAFAH inh	GLD-1 RNA inh	PME-1 primary	PAFAH1B2 FP inh
28	NC(=O)c1cc(S(=O)(=O)NCc2ccccc2)cs1	-5	4	3	3	-1.6	-5	6	0	3
27	O=C(Nc1ccccc1Cl)Oc1ccc(-c2ccccc2)cc1	2	0	-1	2	0.9	6	1	-2	60*
23	Cc1ccc(C)c(NC(=O)CSc2nnc(-c3ccccc3)n2N)c1	1	5	14	-7	0.4	5	-3	1	2
14	COc1ccc(CCN2CC(C(=O)N3CCSCC3)CCC2=O)cc1 (stereo unspecified)	-1	4	4	9	-3.7	3	-7	2	0

Numbers 29 to 30, reprinted for reference:
item	SMILES	Fam108B counter	BCLXL inh	AHR act	MCL1 BIM primary	MEX-5 binding	pPAFAH inh	GLD-1 RNA inh	PME-1 primary	PAFAH1B2 FP inh
29	CCS(=O)(=O)N1CCCC(C(=O)NC2CCC(C)CC2)C1 (stereo unspecified)	-4	1	0	5	-0.7	3	3	2	-1
30	Cc1ccccc1C([O-])=Nc1ccc[n+](-c2nc3ccccc3nc2NS(=O)(=O)c2ccccc2)c1	0	19	0	29	-5.8	13	16	-1	·

Sorted by value in AHR act (smallest number first): five of the compounds above.
#	compound	BCLXL inh	AHR act	MCL1 BIM primary	MEX-5 binding	pPAFAH inh	GLD-1 RNA inh	PME-1 primary	PAFAH1B2 FP inh
4	Cc1c(OCC(=O)NCCCn2ccnc2)ccc2c3c(c(=O)oc12)CCCC3	-1	-6	-4	1.4	4	0	1	2
27	O=C(Nc1ccccc1Cl)Oc1ccc(-c2ccccc2)cc1	0	-1	2	0.9	6	1	-2	60*
29	CCS(=O)(=O)N1CCCC(C(=O)NC2CCC(C)CC2)C1 (stereo unspecified)	1	0	5	-0.7	3	3	2	-1
1	COC(=O)c1ccc(C(=O)Nc2ccc3nc(-c4ccncc4)[nH]c3c2)cc1	-11	6	-22	0.9	-5	-13	-15	3
21	Cc1ccc(NC(=O)CN2CCCC2c2cccn2C)cc1C (stereo unspecified)	·	10	·	·	0	-5	·	1

(more compounds)
item	SMILES	Fam108B counter	BCLXL inh	AHR act	MCL1 BIM primary	MEX-5 binding	pPAFAH inh	GLD-1 RNA inh	PME-1 primary	PAFAH1B2 FP inh
31	CN(C(=S)NC(=O)c1ccccc1)c1c(N)n(Cc2ccccc2)c(=O)[nH]c1=O	5	7	0	7	-0.7	2	-3	6	1
32	Cc1c(N2C(=O)CSC2=S)c(=O)n(-c2ccccc2)n1C	0	8	-2	13	1.7	-1	4	-9	-1
33	O=C(CN1c2ccccc2Sc2ccccc21)N/N=C/c1ccc(Cl)cc1Cl	-5	8	1	6	0.6	1	2	1	-4
34	CC1CCN(c2ccc(NC(=O)Cn3c(=O)oc4ccccc43)cc2)CC1	0	5	0	0	0.2	9	-1	-5	2
35	O=S(=O)(c1cccc2nsnc12)N1CCNCC1	6	0	0	-1	-0.8	4	7	1	2
36	Cc1noc(C)c1C(=O)Nc1c(F)cc(F)cc1Br	-4	-1	0	1	0.5	3	-3	5	2
37	Cc1cc(CO)nn1-c1ccc([N+](=O)[O-])cc1	-2	6	10	8	·	-5	-10	-6	·
38	CCCC(CCC)c1nc2ccncc2[nH]1	0	4	2	1	0.0	-2	-2	4	0
39	CCC(C)[C@H](NC(=O)NC(C)C)C(=O)O (stereo partly specified)	1	2	-2	-8	2.1	-6	2	3	-1
40	Cc1nc2c(sc3nc4c(cc32)COC(C)(C)C4)c(=O)n1CC(=O)NCc1ccco1	1	9	14	6	-0.3	-1	7	11	7
41	COc1ccc(C(=O)N2CCN(C3CCCCC3)CC2)c(OC)c1	-1	5	0	8	-3.5	-2	2	-2	2
42	COc1ccccc1C(=O)Nc1c(-c2ccccc2)nc2ccccn12	-2	1	13	7	0.3	1	5	3	7
43	CCOC(=O)N1CCc2c(sc(NC(=O)CN(CC)CC)c2C#N)C1	1	3	-2	-5	2.8	5	2	-1	·
44	O=C(CSc1nc(C(F)(F)F)cc(=O)[nH]1)Nc1cccc2ccccc12	6	24	0	8	-0.2	6	6	3	0
45	COc1cc(O)c(C(CCN2CCOCC2)c2ccc(N(C)C)cc2)c(OC)c1 (stereo unspecified)	1	1	2	5	1.4	4	0	3	0
46	Cc1ccc(S(=O)(=O)N2CCCOC2CNC(=O)C(=O)NC2CCCCC2)cc1 (stereo unspecified)	1	0	0	8	-1.1	-1	0	0	7
47	COc1cc(N)c(Cl)cc1C(=O)OCC(=O)Nc1ccc(N2CCOCC2)cc1	·	·	46	·	·	3	3	·	1
48	COc1ccc(/C=C/C(=O)OCC(=O)NCCNC(=O)COC(=O)/C=C/c2ccc(OC)cc2)cc1	1	5	3	-7	-3.1	-1	2	3	2
49	OCCCCCN=c1cc(-c2ccccc2)oc2ccc(Cl)cc12	6	-3	6	-7	0.0	20	5	4	2
50	COc1cc(/C=N/n2cnnc2)ccc1OCCOc1ccccc1	1	3	6	6	0.3	3	6	-3	4
51	O=C(OCC(=O)N1CCc2ccccc21)[C@@H]1CCCN1S(=O)(=O)c1ccccc1F	·	0	8	-3	·	6	2	8	4
52	Cn1c(=NC(=O)CSCC(=O)N2CCCCC2)sc2ccccc21	-3	-4	0	-2	-1.3	3	6	1	0
53	Cc1noc(C)c1S(=O)(=O)Nc1ccc2c(c1)C(=O)N([C@H](C)CO)C[C@H](C)[C@@H](CN(C)C(=O)Nc1ccc(C(F)(F)F)cc1)O2	·	·	5	·	·	7	1	·	0
54	COc1ccc(C(=O)Nc2nc(N3C(=O)c4ccccc4C3=O)n(-c3ccccc3)n2)cc1	5	3	12	4	-0.6	-5	9	-3	3
55	COc1cc(/C=N/NC(N)=O)ccc1OC(=O)c1ccco1	-1	2	6	-2	-6.0	1	2	-4	1
56	O=c1[nH]cnc2cc(-c3ccc(Br)cc3)sc12	-19	0	-2	-2	-0.6	-1	-3	-21	13
57	O=C1NC2(CCCCCC2)Cc2ccccc21	0	1	0	-4	0.3	-5	5	1	7
58	Cc1nnc(N2C(=O)C(=O)/C(=C(/O)c3ccc4c(c3)CC(C)O4)C2c2ccccc2F)s1 (stereo unspecified)	5	8	5	9	0.7	9	6	-1	7
59	Cc1ccccc1-c1nc(CS(=O)CC(=O)NCc2ccccc2)c(C)o1 (stereo unspecified)	2	4	1	2	0.1	4	5	2	0
60	COc1ccc(/C=N/NC(=O)c2[nH]ncc2Br)c(OC)c1	3	3	5	-1	1.1	4	-4	-5	6

Some of the compounds tested; count on the stated rates, not on these rows.
